# HP1b chromo inh – inhibitors of HP1-beta chromodomain binding to methylated histone tails; Potency, µM (doses to about 114 µM), for the others: at the top dose activity change, negative = inhibition, usual class: inhibitors; AlphaScreen HP1-beta / biotin-H3K9me3 peptide binding; P83916; 390,000 tested, 0.56% active; further: potency means the concentration at half of the fitted maximal effect; nearly all actives have a fitted effect of over 70% in size; inactives centre near 23
#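 Compound inhibition of the preformed complex between 50 nM HP1-beta and 50 nM biotinylated H3K9me3 peptide was read by AlphaScreen. Buffer was PBS pH 7.4 with 0.01% Tween-20. Incubations ran 30 min at room temperature, with 10 ug/mL donor/acceptor beads.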
# ERG-DNA inh – blocks human ERG Ets domain binding to DNA. P11308. fluorescence polarization, His-ERG Ets domain / labelled DNA. Potency, µM (highest dose often 76.9 µM), inactives show top-dose FP activity, negative = inhibition, usual class: inhibitors. 370,000 tested, 0.028% active; active means well fitted inhibition curve with a large enough effect in the polarisation, with a control signal flat; inconclusive means small, poorly fitted or top-dose-only effect, or effect the other way, or a change in a side signal; inactive means no such curve, though single readings can be large or run the other way; the % refers to the polarisation;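 further: polarization taken with two DNA probes labelled with fluorescein and Texas red; potency means the concentration at half of the fitted maximal effect; % of control where 0% means no effect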
#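 His-tagged ERG Ets domain (1 uM in the protein solution; 300mM KCl, 50mM Tris-HCl, 1mM EDTA, 1mM DTT, pH 7.5) received compound, then a probe mix of 5 nM fluorescein-DNA and 100nM Texas-615-DNA. Fluorescence polarization was read for both dyes.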
# PI4K2A inh – inhibitors of human PI4K2A | Q9BTU6 | activity change, negative = inhibition, % at 76.9 µM | purified PI4K2A, ADP-Glo luminescence, 1 h; hits give low values | 420,000 tested, 0.13% active; in the data active means activity change below about -50%; inconclusive means mostly about -30% to -49%;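 further: -100% = wells without enzyme as full effect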
#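 In this quantitative HTS, ADP production by PI4K2A was quantified luminescently after 1 h at ambient temperature; 100 microM adenosine served as plate-quality control.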
# JMJD2A Tudor – inhibitors of human JMJD2A Tudor domain; Potency, µM (top dose mostly 114 µM), inactives show at the highest dose activity change, negative = inhibition, actives largely listed as inhibitors; 390,000 tested, 4.4% active; AID 504339; O75164; AlphaScreen JMJD2A-Tudor / H3K4me3 peptide binding; further: potency means the concentration at half of the fitted maximal effect; on the % scale 0 is the no-effect control and ±100 the full control effect; nearly all actives have a fitted effect of over 50% in size
# BAZ2B block – blocks human BAZ2B; Q9UIF8; AlphaScreen BAZ2B-H3K14Ac peptide displacement; Potency, µM (doses to about 114 µM), without a hit: at the highest dose activity change, negative = inhibition, usual class: inhibitors; 360,000 tested, 4.4% active; AID 504333; further: potency means the concentration at half of the fitted maximal effect; on the % scale 0 is the no-effect control and ±100 the full control effect; nearly all actives have a fitted effect of over 60% in size
#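 Complex of BAZ2B and biotin-H3K14Ac (50 nM apiece) forms over 30 min at RT, then faces library compounds up to 110 uM for another 30 min; AlphaScreen beads added, 20 min dark incubation, luminescence read.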
# Pin1 inh – human Pin1 inhibition; AID 504891; 390,000 tested, 0.009% active; Pin1 FP peptide displacement, HiFluor488, 10 min; Potency, µM (titrated, usually from 115 µM), without a hit: at the top dose activity, negative = inhibition, hits mostly inhibitors; active means well fitted inhibition curve with a large enough effect in the polarisation, with a control signal flat, not every such curve was filed as active; inconclusive means small, poorly fitted or top-dose-only effect, or effect the other way, or a change in a side signal; inactive means no such curve, though single readings can be large or run the other way; the % refers to the polarisation; further: potency means the concentration at half of the fitted maximal effect; on the % scale 0 is the no-effect control and ±100 the full control effect
# GLS inhibitor – glutaminase GLS (human) inhibition; O94925; GLS enzymatic activity, qHTS titration; Potency, µM (titrated, usually from 45.5 µM), inactives show top-dose activity change, negative = inhibition, most hits filed as inhibitors; 410,000 tested, 0.21% active; AID 624170; further: potency means the concentration at half of the fitted maximal effect; on the % scale 0 is the no-effect control and ±100 the full control effect
# Target sequence (O94925 whole entry, looked up): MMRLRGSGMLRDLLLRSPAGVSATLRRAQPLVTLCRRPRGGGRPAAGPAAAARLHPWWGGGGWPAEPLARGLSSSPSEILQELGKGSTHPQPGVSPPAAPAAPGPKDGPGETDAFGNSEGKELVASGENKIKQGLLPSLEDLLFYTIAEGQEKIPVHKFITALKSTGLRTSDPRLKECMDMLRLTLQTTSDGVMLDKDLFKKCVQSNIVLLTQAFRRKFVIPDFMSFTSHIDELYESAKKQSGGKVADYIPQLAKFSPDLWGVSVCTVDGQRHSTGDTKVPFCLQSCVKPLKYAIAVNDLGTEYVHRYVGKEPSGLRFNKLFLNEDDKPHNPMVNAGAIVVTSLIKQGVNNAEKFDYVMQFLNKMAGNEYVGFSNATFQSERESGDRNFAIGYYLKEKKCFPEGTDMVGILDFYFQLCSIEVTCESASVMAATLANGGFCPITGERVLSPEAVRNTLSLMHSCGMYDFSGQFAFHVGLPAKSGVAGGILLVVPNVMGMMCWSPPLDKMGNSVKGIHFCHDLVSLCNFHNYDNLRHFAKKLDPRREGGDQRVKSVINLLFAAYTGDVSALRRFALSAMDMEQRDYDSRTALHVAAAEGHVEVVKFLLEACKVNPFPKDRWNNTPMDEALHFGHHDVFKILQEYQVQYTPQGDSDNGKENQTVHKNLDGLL
#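 Glutamate formation by hKGA was monitored fluorometrically using coupled glutamate oxidase, HRP and Amplex Red. Substrate was added as 1 mM L-glutamine solution; incubation was 30 min at RT after an initial read.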
# G9a block – blocks human histone lysine methyltransferase G9a | 350,000 tested, 8.8% active | Potency, µM (doses to about 102 µM), without a hit: at the top dose activity, negative = inhibition, hits mostly inhibitors | Q96KQ7 | G9a H3K9 monomethylation, AlphaScreen, 2 h; further: potency means the concentration at half of the fitted maximal effect; on the % scale 0 is the no-effect control and ±100 the full control effect; nearly all actives have a fitted effect of over 75% in size
# Target sequence (Q96KQ7 913-1193 limits assumed): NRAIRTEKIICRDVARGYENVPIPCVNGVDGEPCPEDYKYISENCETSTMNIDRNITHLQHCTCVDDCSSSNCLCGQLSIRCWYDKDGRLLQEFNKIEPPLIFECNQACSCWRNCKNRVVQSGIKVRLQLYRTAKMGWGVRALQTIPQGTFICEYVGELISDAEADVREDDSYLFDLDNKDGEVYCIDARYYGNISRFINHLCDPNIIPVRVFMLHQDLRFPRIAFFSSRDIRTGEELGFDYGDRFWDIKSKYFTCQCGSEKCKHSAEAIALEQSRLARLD
#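 Step 1: enzyme (final 20 nM) with compound, 15 min RT. Step 2: substrate peptide 500 nM and SAM 20 uM, 2 h RT. Step 3: anti-H3K9me1 antibody and AlphaScreen beads, 10 min, then plate read.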
# PGK inhibitor – blocks T. brucei phosphoglycerate kinase | PGK/GAPDH coupled, Kinase-Glo luminescence, 60 min | P07378 | Potency, µM (top dose mostly 57.5 µM), without a hit: top-dose activity change, negative = inhibition, usual class: inhibitors | 380,000 tested, 0.043% active | AID 602233; further: potency means the concentration at half of the fitted maximal effect; on the % scale 0 is the no-effect control and ±100 the full control effect; nearly all actives have a fitted effect of over 60% in size
#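 Luminescent ATP detection (Kinase-Glo Plus) follows a 60-minute room-temperature incubation, with wells lacking PGK as controls. Buffer: 100 mM TEA (pH 7.6), 5 mM MgCl2, 0.01% Tween-20. Coupling enzyme GAPDH (100 nM final) supplies unstable 1,3-BPG in-well.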
# * = called active by the depositor; i = inactive; ? = inconclusive; / = not tested or not shown; & = joins results of further samples; [ ] = remark or other dose. Unless noted, the call rests on the fitted dose curve; in most records, active means well fitted curve in the direction sought with a large enough effect; inconclusive means small, poorly fitted or top-dose-only effect, or another doubt; inactive means no such curve, though single readings can be large; an effect the other way counts as inactive or inconclusive.
SMILES,HP1b chromo inh,ERG-DNA inh,PI4K2A inh,JMJD2A Tudor,BAZ2B block,Pin1 inh,GLS inhibitor,G9a block,PGK inhibitor
CCCCc1ccc(NC(=S)NCCCN2CCOCC2)cc1,18%,1%,-2,-3%,-23%,?,10%,31%[12.7 µM],6%
Brc1ccc2c(c1)C(C1=NCCN1)c1ccccc1CS2 (stereo unspecified),25%,-3%,2,-5%,5%,-6%,0%,-1%[59 µM],-3%
O=C(CSc1nnc(-c2ccc(Cl)cc2)o1)Nc1ccc(F)cc1,48%[activator],3%,5,5%,-27%,0%,6%,1%[59 µM],-2%
COc1ccc(C)cc1N(CC(=O)Nc1cccc(N(C)S(C)(=O)=O)c1)S(C)(=O)=O,?,/,-4,?,-1%,2%,11%,-10%[59 µM],/
Cc1nn(CC(=O)N2CCC(C)CC2)c(=O)c2cc3occc3n12,34%,-2%,8,4%,2%,3%,-6%,3%[59 µM],i
CCN(CC(=O)NC1CCCCC1)S(=O)(=O)c1ccc(Cl)cc1,8%,-9%,-1,-3%,1%,3%,2%,4%[59 µM],-6%
COC(=O)c1ccc(NC(=O)CN2CCN(S(=O)(=O)c3cc(Cl)ccc3OC)CC2)cc1,22%,-2%,-2,-9%,3%,-7%,-2%,35µM*,-9%
Cc1cc(C)c(NC(=O)C(C)n2nc(C)c3sc4ccccc4c3c2=O)c(C)c1 (stereo unspecified),37%,-3%,0,-15%,-3%,9%,3%,10%[59 µM],3%
Cc1ccccc1NS(=O)(=O)c1ccc(OCC(=O)N2CCCCC2)cc1,28%,-2%,-2,-15%,11%,-2%,-2%,1%[59 µM],-7%
COCCN(C(=O)c1ccc(-c2ccc([N+](=O)[O-])cc2)o1)c1c(N)n(CC(C)C)c(=O)[nH]c1=O,23%,20%,-3,-15%,-1%,-2%,-12%,45µM*,i
COc1ccc(C(=O)Nc2cccnc2)cc1OC,38%[activator],1%,6,5%,4%,-1%,-1%,1%[59 µM],i
COC(=O)c1ccc(CSc2nc3ccccc3o2)cc1,255%[activator],-1%,-8,116%[activator],188%[activator],1%,5%,97%[activator][59 µM],-11%
CC(C)(C)c1ccc(CN2C(=O)CSC2=O)cc1,23%,-9%,-2,-2%,3%,-12%,-3%,68%[activator],-4%
O=C1CC(c2ccc(Cl)cc2)n2nc(NS(=O)(=O)c3ccc(F)cc3)nc2N1 (stereo unspecified),31%,2%,6,-6%,11%,?,3%,-2%[2.33 µM],-8%
COc1ccc(OCC(=O)Nc2c3c(nn2C(C)(C)C)CSC3)cc1,11%,15%,1,-14%,/,-1%,14%,-11%,10%
COc1c(C)cc(C(=O)C2CCCN(Cc3ccc(Oc4ncccn4)cc3)C2)cc1C (stereo unspecified),7%[57 µM],-10%,5,-8%,-30%,-5%,-3%,-46%[59 µM],0%
COCCCNC(=O)Nc1ccc(Br)cc1Cl,12%,7%,2,-13%,9%,0%,-10%,-3%[12.7 µM],-5%
CC(C)Cc1nnc(NC(=O)CCC(=O)NCCc2ccccc2)s1,24%,-14%,3,-18%,-17%[57.1 µM],-9%,5%,22%,2%
COc1ccc(OC)c(CCNC(=O)CCCC(=O)n2ncc3cc(C)ccc32)c1,27%,-13%,-1,-8%,-25%,3%,-6%,3%,-5%
CCN(CC)CCOc1cccc(C(C)C)c1,?,3%,6,6.3µM*,?,-2%,-1%,?,-5%
Cc1cccc(NC(=O)CN2CCCCCC2)c1,50µM*,-8%,11,20µM*,?,-7%,6%,14µM*,-9%
O=C(CCC(=O)c1cccs1)OCC(=O)c1ccc(Cl)s1,43%[activator],-2%,-1,14%,39%[activator],1%,0%,15%[59 µM],11%
CCn1c(SCC(=O)NC2CCCC2)nnc1C(C)NC(=O)c1ccccc1F (stereo unspecified),26%,-8%,-2,4%,-3%,-7%,-3%,31%[activator],-1%
CN(Cc1ccccc1)c1nnc(N)s1,49%[activator],6%,0,3%,-1%,2%,-2%,?,-10%
O=C(NCc1cccnc1)/C(=C\c1ccc(-c2ccc(Cl)c(Cl)c2)o1)S(=O)(=O)c1ccccc1,-7%,-12%,15,-36%,?,34%[activator],-11%,?,-6%
CCOc1cc(/C=N/NC(=O)C2CCCC2)ccc1O,41%[activator],3%,4,-12%,-5%,-9%,12%,/,-4%
O=C(O)c1ccc2nc(-c3ccccc3)c(-c3ccccc3)nc2c1,28%,-6%,2,-7%,6%,8%,-3%,12%&-8%[59 µM],-8%
CN1C(C(=O)NCc2cccs2)=CC(c2ccc(F)cc2)=NS1(=O)=O,65%[activator],-4%,-3,21%,-30%,0%,7%,-11%,8%
COc1cc(C2OCC3C(c4ccc(OC5OC(CO)C(O)C(O)C5O)c(OC)c4)OCC23)ccc1O (stereo unspecified),11%,-21%,-3,-35%,-6%,-8%,42%[activator],-109%[59 µM],-3%
CCC(C)N(C(=O)CSc1nncn1C)C1CCS(=O)(=O)C1 (stereo unspecified),17%,-24%,-2,1%,/,-2%,-14%,/,-3%
CC(CCC(C)C(C)(C)C)[C@@H]1CC[C@H]2C3C[C@H](OS(O)(=S)=S)[C@H]4C[C@H](OS(O)(=S)=S)[C@@H](OS(O)(=S)=S)C[C@]4(C)[C@H]3CC[C@]12C (stereo partly specified) (tested in a mixture with another compound),?,1%,-59*,22µM*,/,?,?,/,25µM*
Cc1ccc(C(=O)Nc2c(-c3cccs3)nc3cc(C)ccn23)cc1,24%,-1%,1,-7%,14%,-1%,11%,4%[59 µM],i
CCOc1ccc(C(C)=O)cc1COC(=O)c1ccc2c(c1)NC(=O)CS2,19%,-1%,-2,-10%,4%,26%,2%,-8%[2.33 µM],i
Cc1ccsc1-c1nc(CN2CCN(C)C(=O)[C@@H]2C)c(C)o1,34%,0%,5,-7%,-15%,1%,5%,/,8%
C=CCN(C(=O)c1ccccc1)c1ccc(OC)cc1,25%,13%,-15,0%,6%,-8%,2%,1%[12.7 µM],-1%
CC(NC(=O)COC(=O)CCNC(=O)c1ccco1)C12CC3CC(CC(C3)C1)C2 (stereo unspecified),23%,1%,0,-9%,9%,-1%,9%,-14%,7%
C#CCNS(=O)(=O)c1ccc(F)cc1Br,55%[activator],-4%,-6,-1%,/,-1%,2%,/,-9%
CCNC(=O)COC(=O)c1[nH]c(C)c(C(=O)OC)c1C,1%,4%,0,-13%,-12%,-1%,3%,0%,-10%
Cc1noc(C)c1S(=O)(=O)Nc1ccc(C(=O)N2CCN(c3ccc(Cl)cc3)CC2)cc1,21%,-2%,0,-20%,?,10%,0%,-34%,3%
O=C(/C=C/c1ccc(Cl)cc1)Nc1nccs1,28%,0%,-5,-20%,-8%,16%,1%,-2%,i
COc1cccc(C(=O)N2CCC(N3CCN(Cc4ccc(F)cc4)C(=O)C3=O)CC2)c1,9%,-7%,0,-12%,1%,2%,2%,5%[59 µM],-10%
CCOC(=O)c1cc2sccc2n1CC(=O)OC(C)C,55%[activator],-22%,14,30%,24%,-4%,-5%,27%[59 µM],i
Cc1ccc2cccc(NC(=O)C(C)Oc3ccc(C)c(C)c3)c2n1 (stereo unspecified),23%,10%,0,-13%,1%,-5%,-3%,0%[59 µM],/
COc1ccccc1C(=O)NCC(=O)Nc1ccccc1,44%[activator],7%,-3,-13%,0%,1%,1%,2%[12.7 µM],-2%
N#C/C(=C\c1cn(CCOc2ccccc2)c2ccccc12)C(=O)NCC1CCCO1 (stereo unspecified),2%,-3%,3,-31%,6%,15%,-2%,-23%[12.7 µM],11%
C=CCN(CC=C)Cc1ccc(C(=O)OC)o1,46%,1%,-5,-7%,-1%,-8%,-10%,60%[activator][12.7 µM],i
COc1ccc2[nH]c(=O)c(NC(N)=S)nc2c1,9%,-3%,-1,-24%,-6%,-2%,5%,-8%[2.33 µM],-2%
COc1ccc(C(=O)NC(=S)Nc2nnn(C)n2)cc1,-37%,-3%,5,32µM*,50µM*,0%,1%,3.5µM*,-2%
Cc1ccc(C(=O)COC(=O)CNC(=O)c2cccs2)cc1C,44%[activator],-3%,-2,-12%,-4%,0%,-1%,/,-9%
O=C(c1ccoc1)N1CCCC(N2CCN(c3ccc(F)cc3)CC2)C1 (stereo unspecified),20%,-8%,-1,1%,-7%,-4%,14%,/,i

# (list continues)
SMILES,HP1b chromo inh,ERG-DNA inh,PI4K2A inh,JMJD2A Tudor,BAZ2B block,Pin1 inh,GLS inhibitor,G9a block,PGK inhibitor
Cc1ccc(NCc2nnc(SCC(=O)Nc3ncc(C)s3)n2Cc2ccco2)c(C)c1,33%,3%,4,-7%,2%,18%,-6%,?,-8%
CCCCOc1cccc(C(=O)Nc2cc3nn(-c4ccc(F)cc4)nc3cc2C)c1,7%,-1%,3,-5%,-15%,10%,-9%,5%[59 µM],-8%
CN(C)CCNC(=O)c1cc2c(s1)-c1ccc(Cl)cc1SC2,27%,8%,-6,-11%,-1%,1%,8%,?,-1%
Cc1cc(C)n(CCN(C)Cc2nc(Cc3ccccc3F)no2)n1,35%,-7%,3,6%,3%,-1%,3%,-1%,-10%
Cc1cccc2cc(CN(CCN3CCOCC3)C(=O)NCc3ccccc3)c(=O)[nH]c12,14%,-2%,-11,3%,5%,-2%,-4%,22%[2.33 µM],7%
